# CAL PDZ FP-1: human CAL PDZ-peptide interaction inhibition; 0.02% of 330,000 active; Q9HD26; purified CAL PDZ, TMR-peptide fluorescence polarization, 1 h; AID 504414; inhibition, % at 20 µM;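 active means highest replicate inhibition of at least 40%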;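 further: plate controls were DMSO neutral control wells for no effect and unlabeled competitor peptide control wells for full effect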
#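 Read-out basis: mP drop reported as inhibition | Assay system: Tagged CAL PDZ protein CerCALP, purified | Benchmarks: Unlabelled peptide for full inhibition, DMSO wells as neutral | Schedule: 1 h incubation at room temperature before polarization reading | Buffer or medium: Sodium phosphate/NaCl buffer pH 7.4 with TCEP, IgG, Thesit | Doses: Single point, 20 µM | Measured by: Fluorescence polarization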
# Wnt act: activates Wnt/beta-catenin signaling in a reporter cell assay; activation, % at 9.35 µM; activator, plate reader; 1.2% of 300,000 active; in the data active means activation above about 30%, passing the limit was not always enough;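 further: 0% = neutral control wells and 100% = positive control wells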
# SR-BI DiI-HDL act: enhances SR-BI lipid uptake from DiI-HDL | 0.096% of 320,000 active | activation, % at 12.5 µM | CHO ldlA[mSR-BI] cells, DiI-HDL uptake fluorescence, 3 h; 100 = double the neutral-control signal;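 active means mean replicate activation of at least 60% and every replicate at or above 60%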;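 further: 0% = median plate neutral-control signal and 100% = twice that signal; values of inactives mirror those of a sister screen read the other way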
#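 Test system: SR-BI-overexpressing, LDLR-lacking CHO cells; Also added: labelled HDL, 10 µg/mL; Measured by: bottom-read cell fluorescence after medium removal, ex 550/em 595 nm; Timing: 3 h uptake period with compound, 37 °C; Buffer or medium: F12, 0.5% BSA, 25 mM HEPES; Doses: single compound concentration, delivered by pin transfer.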
# SR-BI HDL uptake: mouse SR-BI HDL lipid transfer inhibition; 0.96% of 320,000 active; Q61009; inhibition, % at 12.5 µM; ldlA[mSR-BI] CHO cells, DiI-HDL uptake fluorescence, 3 h; AID 488896;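 active means mean replicate inhibition of at least 70% and a set share of replicates each scoring 70 or more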;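 further: 0% = median of neutral control wells and 100% = median of positive control wells; values of inactives mirror those of a sister screen read the other way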
# Target sequence (Q61009 whole entry, looked up): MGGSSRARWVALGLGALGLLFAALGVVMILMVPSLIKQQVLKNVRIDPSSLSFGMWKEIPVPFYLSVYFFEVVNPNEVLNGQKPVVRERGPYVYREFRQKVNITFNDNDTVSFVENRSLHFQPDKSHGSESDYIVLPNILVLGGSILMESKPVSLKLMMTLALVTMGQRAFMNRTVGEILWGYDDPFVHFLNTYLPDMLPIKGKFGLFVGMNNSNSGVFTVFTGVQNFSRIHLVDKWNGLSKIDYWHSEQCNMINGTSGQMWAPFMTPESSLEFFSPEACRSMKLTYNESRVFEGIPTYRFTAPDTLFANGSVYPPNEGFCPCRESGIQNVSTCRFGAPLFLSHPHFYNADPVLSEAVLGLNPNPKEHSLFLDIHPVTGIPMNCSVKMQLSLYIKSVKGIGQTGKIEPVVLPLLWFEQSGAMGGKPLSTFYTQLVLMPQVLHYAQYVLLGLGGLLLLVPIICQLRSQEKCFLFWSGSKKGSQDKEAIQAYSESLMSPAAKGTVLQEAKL
# MITF act: increases MITF-driven TRPM1 promoter luciferase signal | 0.75% of 300,000 active | activation, % at 12.5 µM | SK-MEL-5 TRPM1-promoter luciferase, 24 h; % of positive control, neutral wells = 0;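 active means mean activation of at least 80% with every replicate also reaching 80%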;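 further: 0% = neutral control wells and 100% = parthenolide positive control wells; values of inactives mirror those of a sister screen read the other way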
# Tat export inh: inhibitors of E. coli Tat protein transport | 0.036% of 340,000 active | E. coli MC4100 TorA-mCherry Tat export, fluorescence | inhibition, % at 10 µM | AID 488895;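 active means mean replicate inhibition at least 50% and at least half of replicates individually reaching 50%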;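 further: exported cargo escapes ClpAP degradation while cytoplasmic cargo is degraded and loses fluorescence; 0% = median of neutral control wells and 100% = median of NaSCN control wells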
# phage Ecoli inh: E. coli growth loss with phage present; growth absorbance; inhibition, % at 11.9 µM; 0.26% of 360,000 active; AID 651602; in the data active means inhibition above about 11%
# AddAB inh: less growth of phage-infected E. coli with AddAB; E. coli expressing H. pylori AddAB, absorbance growth; inhibition, % at 11.9 µM; 0.29% of 330,000 active; in the data active means inhibition above about 12%;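 further: 0% = vehicle wells of infected cells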
# Ecoli viability: counter-screen for AddAB inhibitors: E. coli growth inhibition; AID 449728; 0.27% of 330,000 active; E. coli V3065 growth, OD600 absorbance, 18 h; inhibition, % at 11.9 µM;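 active means inhibition above the campaign's mean inhibition across all tested compounds plus 3 SD, cut at about 9.9% in these data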;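 further: uninfected addAB+ strain grown without phage in ampicillin broth; 0% = DMSO wells and 100% = ciprofloxacin 0.95 µg/ml wells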
# CAL PDZ FP-2: CAL PDZ (human) peptide binding inhibition; inhibition, % at 24.9 µM; purified CAL PDZ, TMR-peptide fluorescence polarization, 1 h; AID 602252; 0.92% of 300,000 active;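 active means mean inhibition of at least 30% with at least half of replicates also reaching 30%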;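 further: 0% = DMSO neutral control and 100% = excess unlabeled competitor peptide PRC23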
# * = called active by the depositor; . = not tested or not shown.
# Fields – Ecoli viability	SR-BI DiI-HDL act	phage Ecoli inh	CAL PDZ FP-2	AddAB inh	MITF act	CAL PDZ FP-1	SR-BI HDL uptake	Tat export inh	Wnt act
- CS(=O)(=O)N(CCC#N)Cc1ccc(/C=C2\C(=O)Nc3ccccc32)o1
→ 3.0	-4	1.4	-4	2.1	8	-3.0	4	2	8
- N#CC(c1nc2ccccc2nc1N1CCOCC1)S(=O)(=O)c1ccccc1 (centres undefined)
→ 0.0	0	-0.2	-7	3.0	8	0.1	0	-2	0
- CS(=O)(=O)N1CCCCC1CCN1CCCCC1 (centres undefined)
→ .	3	2.0	-2	.	-2	0.9	-3	0	1
- O=C1NCCc2cc3c(cc21)OCO3
→ 1.6	5	2.2	-7	3.8	-4	-0.5	-5	-1	-8
- CCCCCCn1c(NCC)nc2c1c(=O)n(C)c(=O)n2C
→ 1.1	-5	2.6	-1	2.1	-18	0.5	5	5	.
- Cc1oc(-c2cccc(Cl)c2)[n+]([O-])c1C
→ 0.6	6	1.9	1	2.6	.	-1.2	-6	-5	-2
- Cn1ccnc1Sc1ccc(C(N)=O)cc1[N+](=O)[O-]
→ 6.7	-24	0.0	2	6.3	-2	-0.9	24	-6	-1
- Cc1nn(Cc2ccc([N+](=O)[O-])cc2)c(=O)n1-c1ccccc1Cl
→ -3.3	7	6.4	-3	-1.3	-9	-1.4	-7	-3	-2
- Cc1nc2ccccc2c(=O)n1NC(=O)COc1ccccc1
→ -0.2	28	2.2	9	-0.6	2	0.2	-28	-5	-2
- CCCOc1ccc(/C=C/C(=O)NC2CCCCC2)cc1
→ -3.2	-22	1.1	5	0.3	25	-1.6	22	-1	4
- CCOC(=O)c1cnc2ccc(C)cc2c1Sc1ccccc1C(=O)OC
→ -2.9	4	-1.5	.	1.7	-17	-0.6	-4	1	.
- CCCCn1c(N)c(N(CCC(C)C)C(=O)C2=NN(c3cc(C)ccc3C)C(=O)CC2)c(=O)[nH]c1=O
→ -0.5	8	3.2	.	2.6	10	-0.7	-8	-1	2
- Cc1cc(S(=O)(=O)Nc2ccc(C(=O)NCCCN3CCCC3=O)cc2)ccc1F
→ -0.3	8	1.8	-2	0.9	-4	-2.3	-8	-3	0
- CSc1nc(C)[nH]c(=O)c1C#N
→ -0.2	11	1.1	-5	1.0	.	-0.6	-11	-14	9
- O=C1CN(C(=O)CSc2nnc(Nc3ccccc3)s2)c2ccccc2N1
→ 0.8	-1	3.6	-2	4.9	2	-1.8	1	2	.
- CCOC(=O)C1(CCc2ccccc2)CCN(C(=O)c2cccc(C)n2)CC1
→ -0.3	-4	2.8	0	1.9	14	-2.6	4	-1	15
- COc1cc(C(=O)NNC(=O)/C=C/c2ccco2)cc(OC)c1OC
→ 2.6	10	-0.5	26	0.5	4	-3.3	-10	1	-3
- COc1ccc(-c2nc3c4c(ncn3n2)-c2ccccc2CC42CCCC2)cc1
→ 1.4	-26	2.2	.	3.3	-6	-1.7	26	-12	-2
- C[C@H](CO)N1C[C@H](C)[C@H](CN(C)C(=O)Nc2ccc(F)cc2)Oc2c(NC(=O)c3ccc(-c4nccs4)cc3)cccc2C1=O
→ -2.7	11	0.5	-3	1.4	-10	-1.5	-11	8	23
- O=C(CC1Sc2ccccc2NC1=O)Nc1cccc(C(=O)O)c1 (centres undefined)
→ -1.6	6	1.8	-4	-0.7	.	-0.3	-6	-17	8
- Oc1cc(O)c2c(c1)O[C@H](c1ccc(O)c(O)c1)[C@@H](O)C2
→ 0.9	9	3.0	7	-1.3	-4	-0.6	-9	14	0
- Cc1ccc(C(=O)N/C(=C/c2ccccc2)C(=O)NC(Cc2ccccc2)C(=O)O)cc1 (centres undefined)
→ 1.2	50	3.4	-5	2.8	-1	-0.3	-50	-5	.
- Oc1ccc(NCc2ccc(OCc3ccccc3)cc2)cc1
→ .	8	-2.6	3	.	39	-0.3	-8	-8	25
- COc1ccccc1-n1c(SCC(=O)N2CCCCC2)nc2cccnc21
→ 1.1	-1	-0.2	-1	1.2	3	.	1	-12	23
- CCCCCNc1nc(NCCCO)c(C#N)c2c1CN(C)CC2
→ 0.2	14	1.5	-1	2.8	-10	.	-14	-4	.
- CCOC(=O)N1CCN(C(=O)c2cc(COc3cccc(C(F)(F)F)c3)on2)CC1
→ -0.4	-5	0.4	-18	4.0	38	-0.8	5	4	21
- CCOC(=O)N1CCN(C(=O)C2CCN(S(=O)(=O)c3cc(C)ccc3OC)CC2)CC1
→ 1.0	1	3.7	-2	6.2	-14	0.5	-1	-21	4
- Cc1ccc(NC(=O)c2ccc(S(=O)(=O)NCc3cccnc3)cc2)c(C)c1
→ 2.9	-14	0.5	-1	2.7	2	-1.9	14	-7	-1
- O=C(c1ccncc1)N(c1ccc2oc3c(c2c1)CCCC3)S(=O)(=O)c1cccc([N+](=O)[O-])c1
→ -0.3	-5	2.4	-5	6.0	10	0.2	5	-5	-6
- O=C1C=C(c2ccc(O)cc2)C[C@@H](c2ccc(Cl)cc2)C1
→ 3.2	-22	2.4	-3	1.4	10	-0.7	22	1	-6
- COc1ccc(/C=C(/NC(=O)c2ccco2)C(=O)N2CCCCCC2)cc1OC
→ 0.3	-8	2.5	-5	2.1	-2	-2.1	8	1	-2
- Cn1nc(C(F)(F)F)cc1-c1ccc(S(N)(=O)=O)s1
→ 1.9	18	1.6	-7	2.1	72	0.3	-18	4	23
- O=C(c1cccs1)N(Cc1ccc(F)cc1)C1CCS(=O)(=O)C1 (centres undefined)
→ 4.3	22	0.0	-1	5.2	6	-2.5	-22	-1	-2
- CN(C)N1C(N)=C(C#N)C(c2ccccc2)C2=C1CC(C)(C)CC2=O (centres undefined)
→ -0.4	3	-0.6	1	-1.6	0	-1.0	-3	-6	1
- CCN(C(=O)COC(=O)CCNS(=O)(=O)c1ccccc1F)c1c(N)n(Cc2ccccc2)c(=O)[nH]c1=O
→ 1.6	32	0.8	-2	1.0	-1	-0.1	-32	6	2
- COc1ccc(CNc2cc([N+](=O)[O-])ccc2OC)cc1
→ -1.4	-48	2.0	-1	-0.2	11	-2.5	48	-1	0
- COC(=O)c1cc(=O)nc2sc(-c3ccccc3)nn12
→ 0.1	14	4.6	.	2.3	4	-1.7	-14	10	.
- CN1C(=S)SC(/[N+]([O-])=C\c2ccco2)C1(C)C (centres undefined)
→ 1.4	-7	2.3	-3	1.6	-4	-1.6	7	-4	.
- COc1ccc(OC)c(/C=C/C(=O)OCC(=O)N2C(C)CCCC2C)c1 (centres undefined)
→ 0.9	-48	1.2	0	2.1	-10	-0.7	48	8	-1
- O=C1NC2(CCCCC2)N(C(=O)c2ccccc2)C2=C1CCCC2
→ 2.2	-3	1.5	3	0.1	-1	0.4	3	-5	-1
- COc1ccc(NC(=O)c2oc3ccccc3c2C)c(OC)c1
→ -1.7	-56	5.1	-5	-0.8	19	-1.1	56	-1	6
- Cc1nc2nc(SCC(=O)O)nn2c(C)c1Cc1ccccc1Cl
→ 1.2	8	1.9	-2	0.2	16	-2.4	-8	-1	-1
- Cc1ccc(-c2c(C)c(-c3ccc(F)cc3)nc(N)c2C#N)o1
→ 2.3	-10	2.1	-3	3.2	19	0.4	10	-3	-2
- COc1ccc(-c2csc(Nc3ncccc3C)n2)cc1OC
→ -1.3	-72	1.1	1	4.1	79	0.3	72*	1	3
- CN(C)CCN(C(=O)c1ccc(N2C(=O)CCC2=O)cc1)c1nc2cc3c(cc2s1)OCO3
→ -2.0	-3	-0.2	5	1.2	0	0.0	3	1	2
- CCCCC[C@H](O)/C=C/[C@@H]1[C@@H](C/C=C\CCCC(=O)O)[C@H]2CO[C@@H]1C2
→ -2.1	22	4.5	-2	1.6	28	0.3	-1	4	-3
- CC(C)(C)c1ccc(C(=O)c2c[nH]c(C(=O)NCC3CCCO3)c2)cc1 (centres undefined)
→ -0.7	-11	1.0	-1	1.7	15	-1.8	11	2	0
- CC1=CC(=O)CC(C)(C)[C@@]1(O)/C=C/[C@@H](C)O[C@@H]1O[C@H](CO)[C@@H](O)[C@H](O)[C@H]1O
→ 0.4	16	1.2	-1	2.5	.	1.0	-16	-6	-1
- COc1ccc(CCNC(=O)c2nnn(CC(=O)Nc3c(C)cc(C)cc3C)c2N)cc1OC
→ -4.1	-36	5.5	-2	1.0	-2	-2.6	36	1	0
- COc1ccc(C(=O)N/N=C2\SCC(=O)N2Cc2ccc3c(c2)OCO3)c(OC)c1
→ 1.1	11	5.3	-2	2.0	-14	-2.2	-11	4	-2
- N=c1c(C(=O)NC2CCCC2)cc2c(=O)n3ccccc3nc2n1Cc1ccccc1
→ -0.9	13	1.6	-7	2.6	7	-1.6	-13	-1	-1
- CCCCN(C(=O)c1c(C)noc1C)c1c(N)n(CCCC)c(=O)[nH]c1=O
→ 2.1	9	0.8	-2	5.5	5	-1.4	-9	0	-2
- O=C(c1n[nH]c(=O)c2ccccc12)N1CCN(c2ccccc2Cl)CC1
→ -0.1	-2	-0.5	-2	-0.6	-1	-0.4	2	1	-4
- Cc1nc(CCNC(=O)c2ccccc2)cs1
→ 2.3	22	2.5	0	4.4	1	-1.1	-22	0	.
- COc1ccccc1C(=O)NNC(=O)c1sccc1-n1cccc1
→ 1.4	37	4.0	.	1.4	10	0.0	-37	-9	6
- COc1ccc(CNc2nc3c(c(=O)[nH]c(=O)n3C)n2Cc2ccccc2C)cc1
→ -0.2	-4	2.8	-8	2.1	15	1.7	4	-1	1
- CCN(CC)C(=O)Cn1cc(S(=O)(=O)CC(=O)Nc2ccc(F)cc2)c2ccccc21
→ 1.0	-15	0.9	8	0.0	-10	-1.8	15	-3	2
- COc1ccc(CN2CCN(Cc3cc4ccccc4o3)CC2CCO)cc1C (centres undefined)
→ 1.3	13	4.1	8	1.5	3	0.0	-13	-6	0
- CCOC(=O)C(C)(C)NS(=O)(=O)c1ccc(Cl)c([N+](=O)[O-])c1
→ 2.4	9	4.0	-5	2.5	3	-0.3	-9	-12	.
- CCOC(=O)c1cc(/C(C)=N/OC(=O)c2ccc(Cl)cc2)on1
→ 1.3	.	2.4	.	-0.8	.	.	.	.	4

# Continuation.
# Fields – Ecoli viability	SR-BI DiI-HDL act	phage Ecoli inh	CAL PDZ FP-2	AddAB inh	MITF act	CAL PDZ FP-1	SR-BI HDL uptake	Tat export inh	Wnt act
- CCC(=O)Nc1c2c(nn1-c1cccc(Cl)c1)CSC2
→ -0.5	2	2.2	.	1.1	.	-0.2	-2	4	-3
- O=C(/C=C/c1ccco1)Nc1ccccc1N1CCCCC1
→ -0.4	3	3.3	-1	-1.2	21	-3.3	-3	-1	.
- Nc1nc(C23CC4CC(CC(Cl)(C4)C2)C3)cs1
→ -3.3	1	4.2	-2	-4.2	-2	-0.4	-1	9	1
- CCc1noc(C)c1C(=O)NNC(=O)c1nn(CC)c(=O)c2ccccc12
→ 0.4	-22	4.4	12	-0.7	2	0.1	22	2	0

# Bioassay records as filed in PubChem.
